CRFR2-BP ag: agonists of human CRF-binding protein/CRF-R2 receptor complex; HEK293 CRF-R2/CRF-BP, calcium dye fluorescence (FLIPR); percent of saturating CRF peptide response; activation, % at 13.2 µM; hit rate 0.46% among 350,000;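 active = activation of at least 50%, plus an integration ratio under a set limit after plate pattern correction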;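 note: plate controls were neutral control wells without compound for no effect and CRF at EC100 for full effect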
CHRM5 agonist: CHRM5 agonism in calcium assay; hit rate 0.19% among 360,000; P08912; activation, % at 3 µM; CHO-K1 hM5 cells, Fluo-8 calcium fluorescence; 0% DMSO wells, 100% maximal acetylcholine response; AID 624037;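 active = activation above the run's mean over test compounds plus 3 SD, cut at about 23% in these data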;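 note: signal is peak over basal fluorescence ratio across the kinetic read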
Target sequence (P08912 whole entry, looked up): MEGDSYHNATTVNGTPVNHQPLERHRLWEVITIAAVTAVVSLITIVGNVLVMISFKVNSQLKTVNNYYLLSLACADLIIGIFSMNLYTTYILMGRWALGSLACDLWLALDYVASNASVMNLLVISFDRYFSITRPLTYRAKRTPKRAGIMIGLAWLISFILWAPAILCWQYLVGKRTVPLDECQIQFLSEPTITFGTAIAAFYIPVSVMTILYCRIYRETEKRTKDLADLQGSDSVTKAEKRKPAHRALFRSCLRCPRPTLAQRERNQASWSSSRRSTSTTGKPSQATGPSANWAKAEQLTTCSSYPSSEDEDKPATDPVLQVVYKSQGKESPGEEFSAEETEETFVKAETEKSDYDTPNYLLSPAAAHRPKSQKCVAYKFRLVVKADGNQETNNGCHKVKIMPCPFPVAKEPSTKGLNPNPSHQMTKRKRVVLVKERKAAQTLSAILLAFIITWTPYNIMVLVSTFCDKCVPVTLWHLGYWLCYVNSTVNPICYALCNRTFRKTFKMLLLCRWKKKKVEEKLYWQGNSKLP
TAAR1 antagonist: antagonists of human TAAR1; Q96RJ0; CHO RD-HGA16 TAAR1, Fluo-8 calcium fluorescence, antagonist; inhibition, % at 3 µM; hit rate 1.5% among 360,000; AID 624466;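 active = inhibition above a per-plate cutoff, the mean inhibition of test compounds on that plate plus 3 SD, cut at about 49% in these data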;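 note: 0% = DMSO plus EC80 beta-PEA response and 100% = DMSO alone without agonist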
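System: RD-HGA16 CHO cells with stable hTAAR1 and Gα16 | Probe or stimulus: EC80 β-phenethylamine stimulus | Dosing: 3 µM, single point | Times: Dye loading 75 min at 37 °C, then 30 min room temperature | Measured by: Fluo-8 calcium-sensitive fluorescence | Read-out basis: % inhibition of agonist calcium response | Replicates: n of 1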
CHO-K1 Ca PAM: counter-screen for M1 PAMs: effect in parental CHO-K1 cells | ATP EC20, Fluo-8 calcium fluorescence; 0% at ATP EC20, 100% at ATP max | activation, % at 3 µM | hit rate 0.02% among 360,000 | AID 602247;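 active = activation above the run cutoff, the mean activation of all test compounds plus 3 SD, cut at about 40% in these data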;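 note: peak over basal fluorescence ratio in a 140 s read after ATP addition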
CHRM5 antagonist: blocks acetylcholine activation of human M5 receptor | CHO-hM5 cells, Fluo-8 calcium fluorescence, ACh EC80 | inhibition, % at 3 µM | hit rate 0.59% among 360,000 | AID 624040;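 active = inhibition above a per-plate cutoff, the mean of that plate's test compounds plus 3 SD, cut at about 27% in these data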;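 note: 0% = acetylcholine EC80 with DMSO and 100% = DMSO without agonist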
M4 PAM: positive allosteric modulators of human muscarinic M4 receptor; P08173; CHO-K1 hM4/Gqi5, Fluo-8 calcium fluorescence, ACh EC20; 0% = ACh EC20, 100% = maximal ACh; activation, % at 3 µM; hit rate 0.4% among 360,000; AID 624126;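 active = activation above its plate's cutoff, the mean activation of sample wells plus 3 SD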; note: some results filed as inactive read as strong as hits
Target sequence (P08173 whole entry, looked up): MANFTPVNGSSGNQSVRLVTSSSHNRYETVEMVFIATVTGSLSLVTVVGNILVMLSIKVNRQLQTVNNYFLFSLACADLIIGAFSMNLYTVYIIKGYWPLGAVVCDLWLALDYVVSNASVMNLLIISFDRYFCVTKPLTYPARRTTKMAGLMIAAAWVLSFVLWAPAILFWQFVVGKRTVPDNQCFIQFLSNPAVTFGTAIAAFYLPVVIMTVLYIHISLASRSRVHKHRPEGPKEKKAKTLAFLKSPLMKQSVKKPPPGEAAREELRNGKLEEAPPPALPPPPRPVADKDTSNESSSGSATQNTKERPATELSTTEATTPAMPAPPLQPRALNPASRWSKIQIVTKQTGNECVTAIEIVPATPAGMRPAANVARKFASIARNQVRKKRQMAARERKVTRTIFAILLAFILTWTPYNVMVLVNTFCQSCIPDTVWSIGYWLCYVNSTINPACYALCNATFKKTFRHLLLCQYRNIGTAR
TAAR1 ag: agonists of human TAAR1. Q96RJ0. CHO RD-HGA16 TAAR1, Fluo-8 calcium fluorescence; vehicle wells 0%, saturating PEA agonist 100%. activation, % at 3 µM. hit rate 0.99% among 360,000;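 active = activation above the mean activation of all test compounds in the run plus 3 SD, cut at about 38% in these data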
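test system = CHO RD-HGA16 cells carrying human TAAR1 plus Gα16 | schedule = 17-24 h seeding, 75 min 37 °C dye, 30 min RT | compound dosing = 3 µM single concentration | control set = DMSO and PEA EC100 | replicates = n 1 | signal = Fluo-8 fluorescence, 5 s baseline then 140 s kinetic read | measure = percent activation vs PEA EC100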
CRFR2-BP antag: CRF-BP/CRF-R2 complex antagonism; hit rate 0.59% among 350,000; HEK293 CRF-R2/CRF-BP, CRF-induced calcium fluorescence; AID 588475; inhibition, % at 11.8 µM;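 active = inhibition of the ligand-induced calcium signal above about 50% at the single tested concentration, limit read from the data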
CHRM5 PAM: potentiates acetylcholine response at human M5 receptor; P08912; CHO-K1 hM5, Fluo-8 calcium, ACh EC20 PAM; 0% = ACh EC20, 100% = ACh EC100; activation, % at 3 µM; hit rate 0.3% among 360,000; AID 624038;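 active = activation above the run cutoff, the mean activation of all test compounds plus 3 SD, cut at about 18% in these data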
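System – CHO-K1 hM5 cells · Compound – 3 µM, single dose · Incubation – compound preincubation 140 s before EC20 acetylcholine addition · Technique – Fluo-8 calcium fluorescence · Measure – Max/basal fluorescence ratio as % of EC20–EC100 ACh window · Benchmarks – low control EC20 acetylcholine (0%), high control EC100 acetylcholine (100%) · Replication – singlicate, one well per test compound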
Numbers without * were called inactive; nt = not tested or not shown. The order is random; any-hit rate near 4.2%.

SMILES	CRFR2-BP ag	CHRM5 agonist	TAAR1 antagonist	CHO-K1 Ca PAM	CHRM5 antagonist	M4 PAM	TAAR1 ag	CRFR2-BP antag	CHRM5 PAM
Cc1noc(NS(=O)(=O)c2ccc(N/C=C/C(=O)c3ccccc3)cc2)c1C	-0.5	-3	8	13	-1	5	13	16	-6
CCN(CC)CCNC(=O)CCCNC(=O)Cn1cnc2sc(C)c(C)c2c1=O	-0.3	-7	11	10	1	2	12	-22	3
COc1cc(/C=N/n2cnnc2)ccc1OCc1ccccc1	0.2	0	2	-9	-1	-7	14	31	-1
Cc1ncoc1C(=O)NC1CC(C)(C)Cc2c1cnn2-c1ccc(F)cc1 (stereo not drawn)	-0.6	1	-16	8	-10	-2	1	2	5
Cn1nnc2ccccc2c1=O	-2.0	1	-10	8	1	12	11	-4	3
C=CCOc1ccc(CNc2nn[nH]n2)cc1	-0.5	1	-13	14	0	-5	1	1	-3
CCOc1ccc(NS(=O)(=O)c2ccc3c(c2)oc(=O)n3C)cc1	-0.6	3	4	-1	-4	2	15	1	3
O=C(NCCNC(=O)c1ccccc1)c1ccccc1	-0.3	0	10	-6	3	12	0	-4	-7
COc1ccc(C(=O)CC(=O)C(=O)Nc2cccc([N+](=O)[O-])c2C)cc1	20	-3	8	8	4	3	71*	6	-2
Cc1cccn2cc(CNC(=O)CC3CCCC3)nc12	-0.5	0	-13	16	2	-3	17	2	-2
CCOc1ccc(NC(=O)C(=O)NCCN2CCN(S(=O)(=O)c3ccc(C)cc3)CC2)cc1	-0.3	1	-35	9	-10	-2	0	3	4
COc1ccc(OC)c(NC(=O)CN(C)CCOc2ccc(Br)cc2)c1	-0.9	-6	-13	0	13	-2	-3	-1	-2
CCOC(=O)c1c(/N=C/c2cc(OC)cc([N+](=O)[O-])c2O)sc(C)c1C	-0.2	-1	3	21	2	0	-2	8	2
Oc1ccccc1C(=S)N1CCCCC1	1.4	-2	7	16	1	5	4	13	-4
CCCCn1cnc2c(SCc3ccc(Cl)cc3)nc(N)nc21	-0.4	-1	4	26	18	4	2	-6	-6
OCCN1CCOCCOc2ccccc2OCCOCC1	-2.3	1	-2	-8	9	-2	0	8	-2
Cc1ccc(N/N=C/c2ccncc2)cc1	-7.2	-5	-11	4	13	-6	2	-8	-6
COc1ccc(NC(=O)c2cc(-c3ccncc3)nc3ccc(Br)cc23)cc1OC	-0.4	2	53*	10	0	-4	15	8	-6
Cc1nc(S(=O)(=O)c2ccc(Cl)cc2)c(N(C)C)o1	0.3	-3	-11	15	9	-1	1	-5	-1
Cc1ccn2c(=O)nc(SCC(=O)NCCc3ccccc3)nc2c1	-0.2	-1	-2	-10	-9	-5	3	-3	1

Looked up above.
For CHRM5 PAM, CCOC(=O)c1c(/N=C/c2cc(OC)cc([N+](=O)[O-])c2O)sc(C)c1C reads 2
For CHRM5 agonist, CCCCn1cnc2c(SCc3ccc(Cl)cc3)nc(N)nc21 reads -1

(listing goes on)
SMILES	CRFR2-BP ag	CHRM5 agonist	TAAR1 antagonist	CHO-K1 Ca PAM	CHRM5 antagonist	M4 PAM	TAAR1 ag	CRFR2-BP antag	CHRM5 PAM
CC(C)CCN(C(=S)NC(=O)C1CCCCC1)c1c(N)n(Cc2ccccc2)c(=O)[nH]c1=O	-3.3	0	-7	15	-2	3	3	-16	12
CCn1c(SCC(=O)NNC(=O)Cc2ccccc2)nnc1-c1ccccc1	-0.8	1	-3	13	-5	5	6	17	-3
CCN(C(=O)COC(=O)c1cc(OC)ccc1Br)C1CCS(=O)(=O)C1 (stereo not drawn)	8.9	0	-14	-3	-1	1	4	9	5
CC(C)(C)OC(=O)C[C@H]1C/C=C\C[C@@H](CC(=O)N(CCO)Cc2ccccc2)C(=O)NC[C@@H](c2ccccc2)OC1=O	0.7	3	21	-3	2	6	5	1	6
Cc1ccc(NC(=O)CCCc2nc3ccccc3s2)c(O)c1	0.3	-2	-11	16	14	-2	-1	-5	-4
COC(=O)[C@@]1(Sc2ccccc2)CC(=O)N[C@@H]1c1ccccc1	nt	2	17	4	8	-4	3	nt	-6
O=C(O)c1ccc(CN2C(=O)c3cccc4c([N+](=O)[O-])ccc(c34)C2=O)cc1	18	0	nt	2	5	-1	nt	11	2
COc1ccc2nc3oc(C(=O)Nc4ccc(OC)c(OC)c4)cc3cc2c1	5.3	-6	19	3	-6	8	6	1	-4
Cc1ccccc1NC(=O)/C=C/c1cccs1	-5.6	-8	-6	27	1	3	-2	4	6
Cc1ccccc1NC(=O)NCCCN1CCCC1=O	0.6	-2	-5	-6	-1	13	3	0	7
COc1ccc(N2CCN(C(=O)CSc3nnnn3C3CC3)CC2)cc1	1.4	0	12	7	-4	5	13	-3	0
COc1ccc(C(=O)/C=C/c2ccc(OC)c(O)c2)c(F)c1	-2.1	0	15	19	0	2	0	4	-2
O=C(NC1CCCC1)N[C@@H]1C=C[C@@H](CC(=O)N2CCOCC2)O[C@@H]1CO	nt	0	-3	nt	-6	12	1	nt	4
N#CCCCn1c(=O)oc2ccccc21	-0.4	-1	-1	7	-7	2	8	-20	1
CC(C)OC(=O)Cn1nnc(-c2ccccc2)n1	-0.9	-4	15	19	5	1	6	-6	-5
O=C(O)c1ccccc1C(=O)NC1Cc2ccccc2C1	-1.6	3	77*	14	1	-3	85*	6	5
Cc1nnc(NCCc2ccccc2)[nH]c1=O	0.5	0	10	22	8	9	20	-10	0
O=C(Nc1c(-c2ccccc2)[nH][nH]c1=O)c1cccs1	nt	0	-8	nt	-1	6	0	nt	-3
Cc1c(C(=O)OCC(=O)N(CCC#N)c2ccccc2)oc2c1ccc1ccccc12	-0.9	-10	6	16	-4	-6	8	-18	-11
CC(Cc1ccccn1)NC(=O)c1ccc(OC2CCN(CCc3ccccc3)CC2)cc1 (stereo not drawn)	0.3	-8	-4	6	-5	-12	1	13	0
CCN1C(=O)/C(=C/c2cccs2)S/C1=N\S(=O)(=O)c1ccc(C)cc1	4.9	1	10	6	6	7	-1	-37	-3
CCC(CC)NC(=O)Nc1ccc(C)cc1	0.0	-4	-4	12	-1	-5	-3	12	1
CCCCn1ccnc1C(=O)c1ccc(S(=O)(=O)N2CCCC2)cc1	-4.7	-7	-15	3	11	-13	3	18	-1
COC(=O)c1cccc(NC(=O)c2cccc(N3C(=O)CCC3=O)c2)c1	-1.2	4	8	-15	3	9	0	3	5
Nc1nc(N)c2ncc(C(=O)CCc3ccccc3)nc2n1	5.7	7	-7	-3	-4	3	16	-28	7
Cc1cc(C)cc(N(CC(=O)NCc2ccco2)C(=O)c2snc(C(N)=O)c2N)c1	-1.4	5	-1	22	15	4	37	-12	-9
NC(=O)CC(NC(=O)c1ccccc1)c1ccc(NC2CCCC2)c([N+](=O)[O-])c1 (stereo not drawn)	0.0	0	2	7	2	6	11	14	10
COc1ccccc1N(CC(O)COc1ccc(C)cc1)S(=O)(=O)c1ccccc1 (stereo not drawn)	-1.3	2	4	24	1	-5	1	5	-4
COc1cccc(C2c3[nH]c4ccccc4c3CCN2Cc2cnn(C)c2)c1 (stereo not drawn)	-0.9	-12	-35	10	1	0	-1	8	6
CCCn1c(SCC(=O)Nc2nc3c(s2)CCCC3)nc2c1c(=O)n(C)c(=O)n2C	1.5	0	-13	23	1	1	9	-31	1
CN(c1ccccc1)c1ncnc2c1ncn2C	-1.7	3	-12	5	11	5	1	-3	5
COc1ccc(NS(=O)(=O)c2c(F)cccc2F)cc1S(=O)(=O)N1CCOCC1	-0.2	6	-13	8	6	6	2	-7	3
CNS(=O)(=O)c1ccc(C(=O)NCC(=O)NCCc2ccc3c(c2)OCCO3)cc1	0.0	1	-4	-15	10	-2	8	5	-1
CN1CCC(N(C)C(=O)c2ccc(Cl)c(S(=O)(=O)N3CCCCC3)c2)CC1	-0.4	1	1	6	7	5	6	-6	-1
COc1cccc(NC(=O)CN(C)C(=O)C2CCN(C(=O)c3ccccc3C)CC2)c1	0.1	1	-1	-2	11	-4	0	4	0
C=CCn1c(SCC(=O)NCc2ccco2)nc2ccccc2c1=O	17	-1	6	-13	12	-8	3	3	-2
Cc1cccc(CC(=O)N2CCOCC2)c1	-0.3	-1	-4	-12	4	-5	2	6	-3
CC(=O)Nc1ccc(S(=O)(=O)Nc2nccc(C3Cc4ccccc4C(=O)O3)n2)cc1 (stereo not drawn)	0.9	0	0	9	-1	9	0	4	1
COc1ccc(Cl)cc1/C=C(\C#N)C(N)=O	-1.4	0	-7	22	3	4	10	-6	0
CC(OC(=O)c1nc(Cl)ccc1Cl)C(=O)NC1CCCCC1C (stereo not drawn)	0.4	4	-23	15	0	6	0	1	5

An excerpt from above with just CRFR2-BP ag.
Molecule	CRFR2-BP ag
O=C(NCCNC(=O)c1ccccc1)c1ccccc1	-0.3
COc1ccc(C(=O)CC(=O)C(=O)Nc2cccc([N+](=O)[O-])c2C)cc1	20
Cc1cccn2cc(CNC(=O)CC3CCCC3)nc12	-0.5
CCOc1ccc(NC(=O)C(=O)NCCN2CCN(S(=O)(=O)c3ccc(C)cc3)CC2)cc1	-0.3

More structures
SMILES	CRFR2-BP ag	CHRM5 agonist	TAAR1 antagonist	CHO-K1 Ca PAM	CHRM5 antagonist	M4 PAM	TAAR1 ag	CRFR2-BP antag	CHRM5 PAM
CCC(C)NC(=O)C1CCN(S(=O)(=O)c2ccc(OC)cc2)CC1 (stereo not drawn)	0.1	-2	8	15	-5	-4	0	-10	4
Cc1ccc(NC(=O)c2c(-c3ccccc3Cl)noc2C)nc1	-2.6	-8	-15	-18	-11	-4	5	-8	5
c1ccc(OCCCN2CCCC2)cc1	-0.9	-12	-2	17	-6	-6	2	8	5
COc1ccc(NC(=O)COC(=O)C(CC(C)C)N2C(=O)C3CC=CCC3C2=O)cc1Cl (stereo not drawn)	-1.4	-1	-25	23	-1	-12	4	12	0
CN(C)c1cccc(-c2nnc(SCCCC#N)o2)c1	-0.1	-6	-1	6	2	5	3	-22	1
Cc1ccc(C)c(NC(=O)CN(C)C(=O)c2ccc(-n3cncn3)c([N+](=O)[O-])c2)c1	-0.1	1	5	14	2	1	0	16	-2
N#CC(c1ccccc1O)N1N=C(c2ccccc2)CC1c1ccccc1 (stereo not drawn)	-0.8	0	-37	26	1	-8	7	-1	8
COc1cccc(/C=C/C(=O)Nc2cc(S(=O)(=O)N3CCOCC3)ccc2OC)c1	-0.5	0	-5	8	5	5	2	0	-4
COc1ccc(CC(=O)OCC(=O)c2ccc(S(=O)(=O)N3CCCCC3)cc2)cc1	-0.5	6	7	9	3	5	7	3	0
Cc1cccc(C(=O)NC(NCCc2ccccc2)C(Cl)(Cl)Cl)c1 (stereo not drawn)	4.7	-8	61*	-4	0	9	80*	20	-12
